Bioassay records: PubChem, Broad Institute
CD40 NFkB inh: inhibitors of CD40-induced NF-kB signaling, primary screen, BL2 cells, luciferase reporter, single point. inhibition, % at 10 µM. CD40L-induced, 4 h. 0.94% of 83,000 active;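 active means mean inhibition of at least 50% with a set share of replicates also reaching that level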;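 further: 0% = neutral control wells and 100% = IKK inhibitor VII at 50 µM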
The depositor's hits bear a star; & = joins results of further samples; [ ] = remark or other dose. Some of the compounds tested. The share of hits here may be higher or lower than overall.

CD40 NFkB inh	Compound
20	CN(C)[C@@H]1C(=O)C(C(N)=O)=C(O)[C@@]2(O)C(=O)C3=C(O)c4c(O)ccc(Cl)c4[C@@H](O)[C@H]3C[C@@H]12
13[25 µM]	CCCNC(=O)N1CC(=O)N2[C@@H](CO)[C@@H](c3ccc(C#Cc4cccc(OC)c4)cc3)[C@@H]2C1
-2[25 µM]	Cc1noc(C)c1NC(=O)N(C)C[C@H]1Oc2ccc(NC(=O)CCCN(C)C)cc2C(=O)N([C@@H](C)CO)C[C@@H]1C
4	O=C(CC1C(=O)NCCN1C(=O)Nc1ccccc1)Nc1ccc2c(c1)OCCO2 (configuration not stated)
-5	Cc1cc(-c2ccccc2)nc2cc(C(=O)NCc3ccco3)nn12
4	CC1(C(=O)NS(=O)(=O)c2ccc(Cl)cc2)CCN1C(=O)Cc1cc(F)ccc1F (configuration not stated)
1	CCN(CC)CCSc1nnc(Nc2ccccc2)n1-c1ccccc1
5	O=C(O)c1cc2nc(-c3ccccc3)cc(-c3ccccc3)n2n1
1	Cn1c(Sc2nc3ccccc3n2C)nc2ccccc21
0	CC(C)Sc1nc2ccsc2c(=O)[nH]1
4	Cc1ccc(S(=O)(=O)Nc2nc3ccccc3s2)cc1[N+](=O)[O-]
10	CCCCOC(=O)C1C2CCC(O2)C1C(=O)OCC (configuration not stated)
-1	CCOC(=O)Cc1csc(NC(=O)CSc2nc3sc(C(=O)O)c(C)c3c(=O)[nH]2)n1
-2	COc1ccc(C2SCCN2S(=O)(=O)c2ccccc2)cc1 (configuration not stated)
6	CC(C)CN(CC(C)C)C(=O)Nc1ccc(F)cc1F
-9	CNC(=O)Cn1c(=O)n(C)c2ccccc21
-2	Cc1c(C)n(CC(O)CN2CCCCC2)c2ccccc12 (configuration not stated)
-4	O=C(NCc1ccccc1)c1nnc(CS(=O)(=O)c2ccccc2)o1
1[25 µM]	O=C(C[C@H]1CC[C@@H](NC(=O)CC2CC2)[C@@H](CO)O1)NCC(F)(F)F
-6	OCCN1CCN(CC(O)COc2ccc3ccccc3c2)CC1 (configuration not stated)

Taken from above, two compounds:
CD40 NFkB inh	Compound
20	CN(C)[C@@H]1C(=O)C(C(N)=O)=C(O)[C@@]2(O)C(=O)C3=C(O)c4c(O)ccc(Cl)c4[C@@H](O)[C@H]3C[C@@H]12
13[25 µM]	CCCNC(=O)N1CC(=O)N2[C@@H](CO)[C@@H](c3ccc(C#Cc4cccc(OC)c4)cc3)[C@@H]2C1

Further structures follow.
CD40 NFkB inh	Compound
7[25 µM]	CC(C)NC(=O)N1C[C@H]2[C@@H](c3ccccc31)[C@@H](CO)N2C(=O)Nc1ccccc1
1	O=C(c1ccccc1F)N1CCN(c2ccc([N+](=O)[O-])c3ncccc23)CC1
13[25 µM]	O=C(C[C@H]1CC[C@@H]2[C@H](COC[C@@H](O)CN2C(=O)Nc2ccc(Cl)cc2)O1)NCC1CCCCC1
-16	COc1ccc(OCCOC(=O)c2cccc(-n3cnnn3)c2)cc1
-12	c1ccc2cc(CSCc3nc4ccccc4[nH]3)ccc2c1
38	CCOc1ccc(-c2nnc(-c3ccco3)o2)cc1
-44	O=C1COc2ccc(C(=O)COc3ccc(Cl)cc3Br)cc2N1
6	CC(NC(=O)CCNS(=O)(=O)c1ccc2c(c1)c(=O)n(C)c(=O)n2C)c1ccccc1 (configuration not stated)
5	COCCN1CCN(C(=O)C2CCC(=O)N(Cc3ccccc3F)C2)CC1 (configuration not stated)
-1	CC(=O)N1CCC(N(CCN2CCOCC2)C(=O)Nc2ccc(Cl)c(Cl)c2)CC1
11	O=C(O)c1ccc(C2NCC(c3ccccc3Cl)c3c2[nH]c2ccccc32)cc1 (configuration not stated)
1[25 µM]	COCC(=O)N1C[C@@H](C)[C@H](OC)CN(C)C(=O)c2ccc(NC(=O)c3ccc(-c4ccccc4)cc3)cc2OC[C@H]1C
11	O=C(Nc1nc2ccccc2s1)c1ccccc1
-2[25 µM]	O=C1CNC[C@H]2[C@@H](c3ccc(C#Cc4cccnc4)cc3)[C@@H](CO)N12
-16	CCN(CC(=O)Nc1sc2c(c1C#N)CCCC2)CC(=O)NC1CCS(=O)(=O)C1 (configuration not stated)
10	CC(C)CC1C(C#N)=C(N)OC2=C1C(=O)CC(c1ccccc1)C2 (configuration not stated)
11	O=C(NCCN1CCOCC1)C1CCN(S(=O)(=O)N2CCCCC2)CC1
-3	NC(=O)C1CCN(C(=O)COc2ccc3ccccc3c2)CC1
-2	C/C=C/c1ccc(OCCCCN2CCN(CC)CC2)c(OC)c1
-2	COc1ccc(OC)c2c(C)cc(C)nc12
-63	Cc1nc(NC(=O)CN2CCOCC2)sc1-c1ccccc1
7	O=C(COC(=O)C(c1ccccc1)c1ccccc1)NCc1ccco1
2	CC(C)c1ccc(C(N)=S)cc1
4	O=C(COC(=O)c1ccco1)Nc1cc(S(=O)(=O)N2CCCCC2)ccc1Cl
3	Cc1ccc(S(=O)(=O)NCC(=O)NCC(=O)N(C)Cc2ccc(Br)s2)cc1C
-1	Cc1ccc(CNC(=O)Cn2nnc(C(=O)Nc3cccc(C)c3C)c2N)cc1
-5	Cc1noc(C)c1NC(=O)N[C@@H]1CC[C@H](CCNC(=O)C2CCCCC2)O[C@H]1CO
0[25 µM]	CC(C)C#Cc1ccc([C@H]2[C@@H](CO)N3C(=O)CN(C(=O)NC4CCCC4)C[C@H]23)cc1
2	CCN(CC)Cc1c[nH]c2c(C(=O)OC)cccc12
-4	C=CCOC(=O)C1=C(C)NC(=O)NC1/C=C/c1ccccc1OC (configuration not stated)
3	O=C(O)c1cccnc1-c1ncccc1C(=O)O
-15	CC(=O)c1cccc(NC(=O)C2Cc3c(-c4ccc5c(c4)OCO5)ccnc3O2)c1 (configuration not stated)
9	CC(=O)c1cccc(S(=O)(=O)NCCC(=O)O)c1
11	Cc1ccc(C(=O)OCC(=O)Nc2ccccc2N2CCOCC2)cc1
-11	c1ccc(C2=Nn3c(nnc3-c3ccco3)SC2)cc1
-9	COc1ccc(C(=O)CCC(=O)Nc2cccnc2)c(OC)c1
-1	CC(C)CNC(=O)CSc1nnc(-c2ccc(Cl)cc2)n1N
4	COc1ccc(N2C(=O)NC3CC2(C)Oc2ccccc23)cc1 (configuration not stated)
-33	O=C(Nc1ccc(OCc2ccccc2)cc1)Nc1cccnc1
6	C[C@H](NC(=O)N1CCn2c1nc1ccccc12)C(=O)NC1CC1
-22	O=C(O)CCc1ccc(-c2ccccc2)n1-c1cccc(C(=O)O)c1
-10	CCCCNC(=O)CC1Nc2ccccc2NC1=O (configuration not stated)
6	COc1ccc(N2CC(NS(=O)(=O)c3ccc(F)cc3)CC2=O)cc1 (configuration not stated)
0[25 µM]	COc1ccccc1CNC(=O)C[C@@H]1CC[C@H]2[C@H](COc3ccc(NC(C)=O)cc3C(=O)N2C)O1
8	O=C(CCNC(=O)c1ccccc1Cl)Nc1cccc(S(=O)(=O)N2CCCCC2)c1
5	OC(C#CCN1CCOCC1)(c1ccccc1)C1CCCCC1 (configuration not stated)
6	O=c1cc(O)c2sc(Nc3ccc(F)cc3)nc2[nH]1
5	C=CCCCCCCCCC(=O)Nc1c[nH]c(=O)[nH]c1=O
0	CCOC(=O)c1ccc(S(=O)(=O)NCCNCc2ccccc2)cc1
7	CCN(CC)CC(=O)Nc1ccc([N+](=O)[O-])cc1
4	CNC(=O)Nc1nnc(C(C)(C)C)s1
5	Cc1nn(-c2ccccc2)c2c1C(=O)N(c1ccccc1)C(=O)C(C)(C)C2
-4	O=C(O)c1cccc(S(=O)(=O)Nc2ccc(N3CCCCC3)cc2)c1
-15	S=C(NNC(=S)Nc1ccc(Cl)cc1)NNc1ccccc1
-73	Oc1[nH]c2ccccc2c1N=Nc1ccccc1
12	COc1ccc(C(=O)NCC(=O)O)cc1
4	COCCN(C(=O)COC(=O)Cc1c[nH]c2ccccc12)c1c(N)n(Cc2ccccc2)c(=O)[nH]c1=O
-10[25 µM]	CCN1CC(=O)N2[C@H](CO)[C@H](c3ccc(Br)cc3)[C@H]2C1
-7[25 µM]	COc1ccc(C[C@@H]2CCn3nncc3COCCCNC2=O)cc1
3	O=C(Cn1cccc1C(=O)c1ccccc1)NCCCN1CCOCC1

Sorted by SMILES length (ascending): some entries from above
CD40 NFkB inh	Compound
4	CNC(=O)Nc1nnc(C(C)(C)C)s1
-73	Oc1[nH]c2ccccc2c1N=Nc1ccccc1
5	OC(C#CCN1CCOCC1)(c1ccccc1)C1CCCCC1 (configuration not stated)
-15	S=C(NNC(=S)Nc1ccc(Cl)cc1)NNc1ccccc1
7	CCN(CC)CC(=O)Nc1ccc([N+](=O)[O-])cc1
5	C=CCCCCCCCCC(=O)Nc1c[nH]c(=O)[nH]c1=O
3	O=C(Cn1cccc1C(=O)c1ccccc1)NCCCN1CCOCC1
-7[25 µM]	COc1ccc(C[C@@H]2CCn3nncc3COCCCNC2=O)cc1
0	CCOC(=O)c1ccc(S(=O)(=O)NCCNCc2ccccc2)cc1
-22	O=C(O)CCc1ccc(-c2ccccc2)n1-c1cccc(C(=O)O)c1
-4	O=C(O)c1cccc(S(=O)(=O)Nc2ccc(N3CCCCC3)cc2)c1
-10[25 µM]	CCN1CC(=O)N2[C@H](CO)[C@H](c3ccc(Br)cc3)[C@H]2C1
5	Cc1nn(-c2ccccc2)c2c1C(=O)N(c1ccccc1)C(=O)C(C)(C)C2
8	O=C(CCNC(=O)c1ccccc1Cl)Nc1cccc(S(=O)(=O)N2CCCCC2)c1
4	COCCN(C(=O)COC(=O)Cc1c[nH]c2ccccc12)c1c(N)n(Cc2ccccc2)c(=O)[nH]c1=O
0[25 µM]	COc1ccccc1CNC(=O)C[C@@H]1CC[C@H]2[C@H](COc3ccc(NC(C)=O)cc3C(=O)N2C)O1

(further entries)
CD40 NFkB inh	Compound
1	CN(CC(=O)Nn1cnnc1)S(=O)(=O)c1ccccc1
-5	Cc1cc(NS(=O)(=O)c2ccc(NC(=O)/C=C/c3ccc(C)o3)cc2)nc(C)n1
-8	O=C(Nc1cccc(/C=C/c2ccccn2)c1)c1ccc(-n2cncn2)cc1
-21[25 µM]	CCC(=O)N1CC[C@H]2[C@H](CO)Nc3ccc(-c4ccc(OC)cc4)cc3[C@H]21
0	Cc1cc(C(=O)N2CCC(C(=O)O)CC2)c(C)o1
3&-58	COc1ccc(-c2ccc(C3[C@@H]4CN(Cc5cccc(OC)c5)C[C@H]3N4)cc2)cc1 (some centres not stated)
8	O=C(C1CCCC1)N(c1ccccc1)C1C=CS(=O)(=O)C1 (configuration not stated)
0	Cc1ccc(OCCC(=O)OCC(=O)NC(=O)c2ccccc2)cc1
7	O=C(NCCO)c1cc2ccccc2cc1O
10	CCS(=O)(=O)N1CCC(N2CCN(c3ccccc3)CC2)CC1
4	O=C(CN1CCc2[nH]c3ccccc3c2C1)N1CCCCC1
1	CC(C(=O)Nc1ccccc1F)N1CCN(S(=O)(=O)c2ccc(C(F)(F)F)cc2)CC1 (configuration not stated)
33	Cc1ccc(S(=O)(=O)NCc2ccc(C(=O)NCCCN3CCC(Cc4ccccc4)CC3)cc2)cc1
13	CC(OC(=O)CNC(=O)c1ccc(Cl)c([N+](=O)[O-])c1)C(=O)NC1CCCCC1C (configuration not stated)
-4	O=C(COC(=O)CNC(=O)c1ccccc1Cl)NC1CCCC1
9	O=S(=O)(NCc1nnnn1-c1ccc(F)cc1)c1ccc(F)cc1
8	Cc1ccccc1N1CCN(Cc2nc(Cc3ccccc3)no2)CC1
-14	Cc1cc(F)ccc1NCc1ccc([N+](=O)[O-])cc1
1	Nn1c(CN2CCCCC2)nc2ccccc2c1=O
-67	CC(C)c1ccc(N(CC(=O)NCCSC(C)(C)C)S(C)(=O)=O)cc1
12	CCOC(=O)c1sc(NC(=O)OC)c(C(=O)OC)c1C
-8	Cc1ccc(NC(=O)CN(C)C(=O)CSc2nnc(NC(C)C)s2)cc1
-48	CN1CCN(c2ccc(NC(=O)c3ccc(Cl)cc3)cn2)CC1
-14[25 µM]	CC(C)[C@@H]1C/C=C\CCNC(=O)[C@@H](C)CC(=O)N1
14	Cc1sc2ncnc(N3CCC(C(=O)Nc4cc(S(C)(=O)=O)ccc4Cl)CC3)c2c1C
-31	COc1ccccc1C(=O)NC1=NCCS1
1	COc1ccc(Cl)cc1C(=O)OCC(=O)N1CCCC(C)C1 (configuration not stated)
1	CCOC(=O)c1c(-c2ccco2)csc1NC(=O)COC(=O)c1cnccn1
-17	O=C(CCCOc1ccccc1)N1CCN(S(=O)(=O)c2cccc(F)c2)CC1
-9	CCOC(=O)N1CCN(C(=O)CCN2C(=O)c3ccccc3S2(=O)=O)CC1
-85	COc1ccccc1Nc1ccc(Nc2ccccc2OC)nn1
4	CC(C)C1=NOC(C(=O)N2CCC(N3CCC(C(=O)N4CCOCC4)CC3)CC2)C1 (configuration not stated)
1	CC(Nc1ccc(Cl)cc1)C(=O)NN (configuration not stated)
-91	Cc1ccc(-c2csc(-c3c[nH]c4ccccc34)n2)cc1
-1	CCc1ccccc1OCC(=O)N1CCN(c2ncccn2)CC1
4	OCC1OC2C(NC(=S)N2c2ccccc2)C(O)C1O (configuration not stated)
11	Clc1ccc(C(c2nnnn2C2CCCC2)N2CCN(Cc3ccncc3)CC2)cc1 (configuration not stated)
-3	NS(=O)(=O)c1ccc(CCNC(=O)CSc2nc3ccccc3c3nc(CCN4CCCCC4)nn23)cc1
-1[25 µM]	O=C(C[C@H]1CC[C@H](NS(=O)(=O)c2ccc(F)cc2)[C@H](CO)O1)N1CCN(c2ccccc2)CC1
6	COC(=O)c1c(NC(=O)Cc2ccccc2)sc2c1C(C(=O)OC)CC2 (configuration not stated)
-4[25 µM]	CCS(=O)(=O)Nc1ccc2c(c1)C(=O)N(C)[C@@H]1CC[C@H](CC(=O)N[C@H]3CCN(Cc4ccccc4)C3)O[C@H]1CO2
-3	O=C(O)c1cccc2[nH]c(C(F)(F)F)nc12
17	Cc1nc2ccccc2n1CC(=O)NC(C)C1CC2CCC1C2 (configuration not stated)
57*[25 µM]	COc1ccccc1C(=O)Nc1ccc2c(c1)C(=O)N(C)[C@H]1CC[C@H](CC(=O)Nc3cccc(C(C)C)c3)O[C@@H]1CO2
1	CC(C)(C)NC(=O)NC(=O)COC(=O)Cc1c(F)cccc1Cl
3	C[C@]12CC[C@H](O)CC1=CCC1C2CC[C@@]2(C)C1CCC21OCCO1 (some centres not stated)
2	CCS(=O)(=O)N1CCC(NC(=O)c2ccco2)CC1
